# Bioassay records as filed in PubChem BioAssay.
# MCF10A rereplic: induces DNA re-replication in MCF 10a normal breast cells; AID 624296; actives 2.9% (n = 350,000); Potency, µM (series often up to 46.1 µM), inactives show at the top dose activity, positive = re-replication, actives largely listed as activators; MCF 10A DNA re-replication, Hoechst nuclear intensity, 48 h; note: potency is the fitted concentration of half-maximal effect; % of control where 0% means no effect; nearly all actives have a fitted effect of over 50% in size
# S2 tox: cell viability loss in ATXN counter-screen. S2 cells (HEK-293 line with an ATXN2-luciferase reporter) viability, CellTiter-Fluor protease fluorescence, 24 h. Potency, µM (series often up to 56.7 µM), most hits filed as cytotoxic. actives 0.49% (n = 400,000). AID 651635; note: potency is the fitted concentration of half-maximal effect; nearly all actives have a fitted effect of over 40% in size
# HepG2 viability: counter-screen for TGF-b inhibitors: cytotoxicity in HepG2 cells; actives 0.76% (n = 410,000); HepG2 CAGA-GFP viability, ATP luminescence, 18 h; AID 588856; Potency, µM (doses to about 46.1 µM), without a hit: at the highest dose activity change, negative = cytotoxicity, actives largely listed as cytotoxic; note: potency is the fitted concentration of half-maximal effect; some results filed as inactive show a strong effect at the top dose
#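 CellTiter-Glo luminescence gave cytotoxicity after 18 hours at 37 degrees C. The cells were HepG2 CAGA-GFP in 1% FBS DMEM, stimulated with 500 pg/mL TGF-beta after compound addition. %Activity was normalised to no-cell wells (complete cell-killing) and DMSO (no toxicity), and curves were fitted and classified.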
# KB-3-1 cytotox: kills parental KB-3-1 adenocarcinoma cells; KB-3-1 viability, CellTiter-Glo ATP luminescence, 72 h; Potency, µM (top dose mostly 46.1 µM), inactives show at the top dose activity change, negative = cytotoxic, hits mostly cytotoxic; actives 1.4% (n = 400,000); AID 1347075; note: potency is the fitted concentration of half-maximal effect; % is set by controls: 0 for no effect and ±100 for the full control effect; nearly all actives have a fitted effect of over 60% in size
#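 72 h, 37 °C compound treatment of KB-3-1 parental cells; CellTiter-Glo added, 10 min, luminescence read. Data corrected against DMSO-only plates and normalized before curve fitting.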
# SW480 rerep: DNA re-replication induction in SW480 cells | SW480 DNA re-replication, Hoechst DNA content imaging, 48 h | Potency, µM (highest dose often 46.1 µM), for inactives: top-dose re-replication activation, usual class: activators | actives 1.8% (n = 340,000) | AID 624297; note: potency is the fitted concentration of half-maximal effect; % of control where 0% means no effect; nearly all actives have a fitted effect of over 55% in size
#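 Image-based DNA-content assay: after two days of treatment, nuclei were labelled with the DNA dye Hoechst and imaged, and hits were compounds raising the count of nuclei showing high fluorescence intensity.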
# IL-1B inflam inh: inflammasome signaling inhibition, IL-1 beta readout | THP-1 LPS/ATP IL-1B secretion, AlphaLISA, 16 h; active compounds read low | activity change, % at 57.5 µM | actives 4.7% (n = 360,000) | AID 743279; in the data active = activity change below about -50%; inconclusive = mostly about -30% to -49%; note: % is set by controls: 0 for no effect and ±100 for the full control effect
#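 THP-1 cells pretreated 1 hr with compounds (up to 57.5 uM final), then stimulated with LPS (250 ng/mL final) plus ATP (1.25 mM final); secreted IL-1B measured by AlphaLISA after 16 hr, decreased signal indicating inhibition.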
# HT1080NT lethal: kills 2HG-producing HT-1080-NT fibrosarcoma cells | HT-1080-NT fibrosarcoma viability, CellTiter-Glo ATP luminescence, 48 h | Potency, µM (highest dose often 46.1 µM), for inactives: at the highest dose activity, negative = less viability, most hits filed as cytotoxic | actives 1.6% (n = 360,000) | AID 686970;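 note: NT is the 2HG producing partner of a matched IDH1 knockdown line; potency is the fitted concentration of half-maximal effect; 0% = DMSO-treated cells and -100% = media-only wells without cells; nearly all actives have a fitted effect of over 55% in size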
#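 A 48-hour cytotoxicity screen used HT-1080-NT cells plated 2 hours before compound delivery. ATP-based CellTiter-Glo luminescence measured viability, normalized to DMSO and no-cell controls.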
# ATXN2 expr inh: inhibitors of ATXN2 expression | HEK-293 ATXN2-luciferase reporter, luminescence, 24 h | Potency, µM (top dose mostly 57 µM), for inactives: at the top dose activity change, negative = inhibition, usual class: inhibitors | actives 0.72% (n = 360,000) | AID 1745845; note: potency is the fitted concentration of half-maximal effect; % is set by controls: 0 for no effect and ±100 for the full control effect; nearly all actives have a fitted effect of over 55% in size
#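 qHTS (up to 57 uM final) was run with 24 h compound exposure of reporter cells at 37 °C. Each well was multiplexed: SteadyGlo luminescence measured ATXN2-luciferase expression after a fluorogenic Gly-Phe-AFC viability readout (25 uM final).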
# HT1080 IDH1KD tx: HT-1080 IDH1 knockdown cell toxicity (counter line); HT-1080 IDH1 knockdown viability, ATP luminescence, 48 h; Potency, µM (highest dose often 46.1 µM), for the others: at the highest dose activity, negative = toxicity, most hits filed as cytotoxic; actives 2% (n = 360,000); AID 686971;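 note: potency is the fitted concentration of half-maximal effect; 0% = DMSO wells and -100% = cell-free medium wells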
#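 IDH1KD HT-1080 cells, 750/well, RPMI + 5% FBS; compound pinned after 2 h settling; 48 h, 37 °C; CellTiter-Glo luminescence; % activity normalised to DMSO and no-cell wells; curves fitted, classed by r2 and efficacy.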
# Numbers without * were called inactive; i = inactive; ? = inconclusive; . = no result given; [ ] = dose if it differs, or a comment. Unless noted, calls come from the whole dose curve; as a rule, active = well fitted curve in the direction sought with a large enough effect; inconclusive = small, poorly fitted or top-dose-only effect, or another doubt; inactive = no such curve, though single readings can be large; an effect the other way counts as inactive or inconclusive.
# Fields: ATXN2 expr inh, S2 tox, HT1080NT lethal, HepG2 viability, MCF10A rereplic, SW480 rerep, KB-3-1 cytotox, IL-1B inflam inh, HT1080 IDH1KD tx
COc1ccc(NC(=O)C2CCN(S(=O)(=O)c3ccccc3)CC2)cc1
  3%, i, -3%, 4%, 0%, -1%, -5%, 29, 4%
CC1(C(=O)NCc2ccccc2)CN(S(C)(=O)=O)CC(=O)N1C1CCN(Cc2ccccc2)CC1 (stereo unspecified)
  ., ., 3%, ., ., ., 7%, -26, 7%
CC(C)c1ccccc1NC(=O)C1CN(S(=O)(=O)c2ccccc2)CCN1S(=O)(=O)c1ccccc1 (stereo unspecified)
  -12%, i, -19%, -6%, 11%, 14%, -2%, ?, 2%
Cc1cc(Br)cn2c(Cc3ccccc3C(F)(F)F)c(-c3ccc(Cl)cc3)nc12
  13%, i, -4%, ., ., ., -12%, 26, -14%
O=C(Nc1ccccc1Cl)c1cc(C2CCCCN2S(=O)(=O)c2ccc(F)cc2F)on1 (stereo unspecified)
  -29%, i, 1%, -18%, ., ., ?, 42, -28%
Cc1c(Cl)cccc1NC(=O)Cn1c(CCC(=O)O)ccc1-c1ccccc1
  -17%, i, 1%, 0%, -2%, 3%, -5%, 0, 0%
CCCC(O)(c1ccc(OC)cc1)C(CN1CCOCC1)c1ccccc1 (stereo unspecified)
  -12%, i, -6%, -2%, -7%, 3%, 0%, -5, -13%
Clc1cccc(Cl)c1C1Nc2cccc3cccc(c23)N1
  ?, i, ?, -20%, 18µM*, ?, ?, -26, ?
CCOc1cc(N2CCOCC2)c(OCC)cc1NC(=O)Cc1ccccc1
  7%, i, 18%, -11%, ?, -17%, -5%, 12, 3%
CCC/C(C#Cc1ccc(N(C)C)cc1)=C1/c2ccccc2C(=O)N1c1ccccc1
  12%, ., 2%, -8%, ?, ?, 7%, 4, 1%
O=S1(=O)c2ccccc2N=NN1Cc1ccc(Cl)cc1
  -10%, i, -9%, -16%, 2%, 3%, 12%, -5, -8%
CN(C)c1nc(SCc2ccccc2)nc(N2CCOCC2)n1
  2%, i, 6%, -17%, 16%, -1%, -22%, 21, 3%
O=C(Nc1cc([N+](=O)[O-])ccc1O)NC1CCS(=O)(=O)C1 (stereo unspecified)
  -1%, ?, 1%, -1%, 14%, -22%, -14%, -3, -6%
COc1ccccc1NS(=O)(=O)c1cc(C(=O)NCc2cccnc2)ccc1C
  3%, i, -2%, -8%, 3%, 5%, 0%, -3, -3%
CC12c3ccccc3C(c3ccccc31)C1C(=O)N(c3cccnc3)C(=O)C12 (stereo unspecified)
  -2%, i, 5%, 8%, 0%, -1%, 10%, 20, 14%

# An excerpt of these results, as comma-separated lines:
molecule,ATXN2 expr inh,S2 tox,HT1080NT lethal,HepG2 viability,MCF10A rereplic,SW480 rerep,KB-3-1 cytotox,IL-1B inflam inh,HT1080 IDH1KD tx
CC1(C(=O)NCc2ccccc2)CN(S(C)(=O)=O)CC(=O)N1C1CCN(Cc2ccccc2)CC1 (stereo unspecified),.,.,3%,.,.,.,7%,-26,7%
CC(C)c1ccccc1NC(=O)C1CN(S(=O)(=O)c2ccccc2)CCN1S(=O)(=O)c1ccccc1 (stereo unspecified),-12%,i,-19%,-6%,11%,14%,-2%,?,2%

# Next compounds follow:
# Fields: ATXN2 expr inh, S2 tox, HT1080NT lethal, HepG2 viability, MCF10A rereplic, SW480 rerep, KB-3-1 cytotox, IL-1B inflam inh, HT1080 IDH1KD tx
O=[N+]([O-])c1ccc(-c2nc(NCC3CCCO3)c3ccccc3n2)cc1 (stereo unspecified)
  -22%, ., -12%, -16%, 2%, -10%, -29%, -16, -22%
CC(C)NS(=O)(=O)c1ccc(NC(=O)C(C)OC(=O)CCCOc2ccccc2)cc1 (stereo unspecified)
  9%, i, 5%, -10%, -4%, -6%, 1%, 3, 19%
O=C(NC1CCCCC1)c1ccccc1-c1ccccc1
  -4%, i, ?, 4%, 2%, 2%, -14%, 0, -9%
N/C(COc1cccc(C(F)(F)F)c1)=N\NC(=O)c1cccnc1Oc1ccccc1
  -13%, i, -8%, -18%, 21%, ?, -5%, -6, -6%
CCc1nc2ccc(C(=O)NCCCn3ccnc3)cn2c1N(C)C(=O)C1CCCCC1
  3%, i, 22%, -1%, ., ., 0%, -13, 9%
O=c1c(-c2ccco2)nc2ccccc2n1C(CCc1ccccc1)c1nc2ccccc2[nH]1 (stereo unspecified)
  ., ., ?, ., ., ., -15%, -19, -17%
CCN1CCCC1CNC1=NCCCCC1 (stereo unspecified)
  -10%, i, 0%, -3%, 0%, -8%, 3%, 33, 0%
Cc1cc(C(=O)N/N=C/c2ccc(-c3cccc([N+](=O)[O-])c3)o2)n[nH]1
  -29%, i, 8%, -1%, 6%, 4%, 10%, -12, 3%
COc1ccc(Cl)cc1NC(=O)C1CCCN(S(=O)(=O)c2ccc3c(c2)CCCC(=O)N3)C1 (stereo unspecified)
  -12%, i, ., -1%, ., ., ?, ., .
COc1ccc(C(C)C)cc1S(=O)(=O)NCCc1c(C)[nH]c2c(Cl)cccc12
  ?, ?, ., -66%, ., ., ?, ., .
COc1cccc(-c2nc(-c3ccc(-c4ccccc4)nc3OC)no2)c1
  2%, i, ., -1%, ., ., -2%, ., .
COC(=O)[C@@]1(Cc2ccc(F)cc2)[C@H]2c3cc(C(=O)N(C)C)n(Cc4ccc(Cl)c(C(F)(F)F)c4)c3C[C@H]2CN1C(=O)c1ccccc1
  ?, ?, ?, ., ., ., ?, 0, ?
Cc1ccc(Cn2c(=N)n(CC(=O)c3ccc([N+](=O)[O-])cc3)c3ccccc32)cc1
  20µM*, ., -3%, -25%, 9.2µM*, ?, 18µM*, -102*, -13%
CCN(CC)CCN1C(=O)C2C3c4ccccc4C(c4ccccc43)C2C1=O (stereo unspecified)
  -5%, i, -1%, -37%, 8%, 2%, 6%, -24, 2%
CSc1ccc(CN2CCC(Oc3cccc(C(=O)N4CCCC4)c3)CC2)cc1
  -14%, i, -4%, -38%, ?, -4%, ?, 0, 4%
Nc1ccc(-n2nc3ccccc3n2)cc1
  4%, i, 2%, 11%, 23µM*, ?, -7%, -25, -18%
CC(C)(C)C1=CC(=O)C(=O)C(C(C)(C)C)=C1
  ., 13µM*, ?, -88%, ?, 18µM*, 4%, -65*, ?
CCN(CC)CCCn1c(=S)[nH]c2ccc(Cl)cc2c1=O
  -2%, i, 7%, 0%, -2%, -4%, -2%, -8, 7%
COc1ccc(CCNC(=O)C/C(C)=N/NC(=O)C23CC4CC(CC(C4)C2)C3)cc1OC
  10%, i, -30%, 2%, 18%, 5%, 27%, -10, ?
Cc1n[nH]c(C)c1C(=O)CC1(O)C(=O)N(Cc2ccccc2)c2ccc(Br)cc21 (stereo unspecified)
  6%, ?, -11%, 1%, 27%, 17%, -5%, 11, -4%
COc1ccc(Cl)cc1NC(=O)c1oc2ccc(S(=O)(=O)N3CCCCC3)cc2c1C
  -5%, i, ., -12%, ., ., -3%, ., .
CC(=O)Nc1ccc(Nc2c(CCC(C)C)c(C)c(C#N)c3nc4ccccc4n23)cc1
  3%, i, ., 1%, ., ., ?, ., .
O=C(O)CCSC(=S)N1CCOCC1
  4%, i, 1%, -2%, -1%, -9%, 0%, 10, -1%
COC(=O)CN1C(C(=O)c2ccccc2)=C(OC(=O)c2ccc(C)cc2)c2ccccc2S1(=O)=O
  3%, ?, ., -34%, ., ., 4%, ., .
COc1ccc(CN2C(=O)c3cccnc3C2=O)cc1S(=O)(=O)N(C)c1cccc(C)c1
  0%, i, 1%, 8%, -1%, 2%, 8%, 2, 7%
CCN(CC)S(=O)(=O)c1cccc(NC(=O)COc2ccc(F)cc2Br)c1
  -27%, i, -13%, 0%, 13%, ?, -3%, 7, -23%
Cc1ccc(NC(=O)CC(=O)Nc2ccc(C)cc2)cc1
  -18%, i, 14%, -24%, 3%, -6%, 6%, -2, 12%
COc1ccc(-c2n[nH]c(=S)n2N)c(OC)c1
  ., i, 1%, -15%, -5%, -88%[inhibitor], -2%, 2, 4%
CC1N(C(=O)N2CCOCC2)CCN1S(=O)(=O)c1ccc(Cl)cc1 (stereo unspecified)
  10%, i, 20%, 3%, -10%, -44%[inhibitor], 4%, 19, 25%
COc1ccc(N2C(=O)CC(N3CCN(c4ccc(S(C)(=O)=O)cc4)CC3)C2=O)cc1 (stereo unspecified)
  -2%, i, 6%, -8%, 0%, -1%, -6%, -3, -15%
COc1ccc(NC(C)=O)cc1NS(=O)(=O)c1cn(C)c(=O)n(C)c1=O
  -7%, i, 14%, -3%, 3%, -3%, 21%, 5, 10%
COc1ccccc1C(=O)NCCn1cc(SCC(=O)NCC2CCCO2)c2ccccc21 (stereo unspecified)
  -14%, i, 0%, -41%, 3%, -3%, ., -24, -10%
CC(C)OC(=O)c1sc2nc3c(cc2c1N)C(=O)CCC3
  40%[activator], i, 2%, -1%, ?, 0%[9.22 µM], 13%, -17, 4%
C=CC[C@@H](CC(=O)NCCO)C(=O)N[C@H](C)COC(=O)[C@@H](CC=C)CC(=O)OC(C)(C)C
  -2%, i, 11%, -29%, -32%[inhibitor], -67%[inhibitor], 0%, -10, 1%
O=c1c2cc3ccccc3n2cnn1Cc1ccccc1F
  -23%, ?, -24%, -28%, ?, 1%[9.22 µM], -8%, -8, ?
O=C(COC(=O)C1=COCCO1)Nc1ccccc1OC(F)F
  ., i, 8%, 1%, 1%, 12%, -4%, -3, 9%
O=C(NCc1ccncc1)C1=NN(c2ccccc2)C(=O)CC1
  -12%, i, 10%, -38%, 2%, -10%, ?, 22, 16%
CCOC(=O)/C=c1\s/c(=C\c2ccccc2C)c(=O)n1CC(=O)NCc1ccc2c(c1)OCO2
  -36%, ?, ?, -3%, ?, ?, -25%, 16, ?
Cc1ccc(C)c2sc(NC(=O)c3nc4ccccc4s3)nc12
  14%, i, 19%, -33%, 12%, -9%, 5%, 24, 10%
